BRCA1 expr up: increases BRCA1 expression | MCF7-BRCA1-FFLuc reporter, luminescence, 48 h; response scale: scaled: vehicle 0%, 10 µM genistein 100% | Potency, µM (series often up to 46.1 µM), inactives show at the top dose activation, usual class: activators | 380,000 compounds, 1.1% hits | AID 624202; also: nearly all actives have a fitted effect of over 80% in size; some results filed as inactive show a strong effect at the top dose
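48 h compound treatment of MCF7-BRCA1-FFLuc cells (phenol-red free MEM, 37 °C), then 15 min with luciferase substrate and luminescence imaging.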
FLuc modulator: counter-screen for miR-21 project: firefly luciferase inhibitors or activators. 360,000 compounds, 6.9% hits. purified FLuc, Km substrates, luminescence inhibition. P08659. Potency, µM (highest dose often 57.5 µM), for inactives: at the top dose activity change, negative = inhibition, most hits filed as inhibitors;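 also: plate controls were vehicle for no effect and reference inhibitor for full effect; nearly all actives have a fitted effect of over 55% in size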
Target sequence (P08659 whole entry, looked up): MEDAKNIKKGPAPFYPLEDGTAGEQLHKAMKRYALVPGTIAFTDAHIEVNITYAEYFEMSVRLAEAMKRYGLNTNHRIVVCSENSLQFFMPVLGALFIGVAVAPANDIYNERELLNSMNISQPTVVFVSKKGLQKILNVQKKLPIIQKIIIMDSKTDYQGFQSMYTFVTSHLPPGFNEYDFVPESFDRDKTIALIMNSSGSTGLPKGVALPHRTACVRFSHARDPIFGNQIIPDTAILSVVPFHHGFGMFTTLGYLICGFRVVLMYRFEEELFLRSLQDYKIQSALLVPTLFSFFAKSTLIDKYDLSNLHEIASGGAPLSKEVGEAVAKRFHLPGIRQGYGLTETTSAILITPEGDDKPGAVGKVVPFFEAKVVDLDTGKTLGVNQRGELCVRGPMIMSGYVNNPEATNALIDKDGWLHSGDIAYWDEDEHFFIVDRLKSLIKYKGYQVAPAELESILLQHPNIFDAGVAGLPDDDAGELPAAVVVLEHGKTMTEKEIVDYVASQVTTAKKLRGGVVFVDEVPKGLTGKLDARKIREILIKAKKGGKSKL
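Purified P. pyralis luciferase (10nM final) with 10uM D-luciferin and 10uM ATP (Km levels) in 50mM Tris acetate pH 7.5, 10mM Mg acetate, 0.01% Tween-20, 0.05% BSA; qHTS 6-point titration, ~60 µM downward; luminescence read.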
The depositor's hits bear a star; u = inconclusive. Calls follow the shape of the dose curve; as a rule, active = well fitted curve in the direction sought with a large enough effect; inconclusive = small, poorly fitted or top-dose-only effect, or another doubt; inactive = no such curve, though single readings can be large; an effect the other way counts as inactive or inconclusive. Potency is read from the fitted curve at half-maximal effect. Not all compounds are listed, so the mix of outcomes need not match the whole.

SMILES	BRCA1 expr up	FLuc modulator
COC(=O)c1c(NC(=O)c2ccc(S(=O)(=O)N(C)C3CCCCC3)cc2)sc2c1CCN(C)C2	-43.6%	5.4%
CCOc1ccc(NS(=O)(=O)c2ccc(C(=O)N(C)C)s2)cc1	3.6%	1.0%
CCOc1ccc(NC(=O)c2cnn(-c3ccc(C)c(Cl)c3)c2C2CCNCC2)cc1	-22.9%	-3.4%
Cc1ccccc1Cn1c(=O)n(-c2ccc(Cl)cc2)c(=O)c2c3c(sc21)CCCC3	14.4%	-1.3%
Cc1nc2ccc(S(=O)(=O)N(CC(=O)Nc3cccc(F)c3)Cc3ccccc3)cc2s1	-23.3%	-9.7%
CCOC(=O)c1[nH]c2ccccc2c1NC(=O)c1ccc(OC(C)C)cc1	-7.1%	-3.6%
COc1cccc(C2CC(=O)Nc3c2c(=O)[nH]c2ncnn32)c1OC (centres undefined)	3.0%	0.6%
O=[N+]([O-])c1cc(-c2nc(-c3ccccc3)no2)ccc1NC1CCCCC1	-0.3%	5.3%
CCC(=O)Nc1cc(-c2nc3ccccc3s2)c(Cl)cc1Cl	-8.9%	-3.9%
COc1ccc(OC)c(CNCc2c(C(=O)O)n(Cc3ccccc3)c3cc(OC)ccc23)c1	-13.5%	2.1%
Cc1ccc(OC(=O)c2cc(-c3ccc(Cl)cc3)on2)c(C)c1	-4.0%	-3.1%
COc1ccc(Cl)cc1NC(=O)Cn1c(=O)n(Cc2ccc(F)cc2)c(=O)c2cccnc21	-0.4%	-8.0%
COc1ccc(CNC(=O)c2cc3c(s2)-c2ccccc2OC3)cc1	18.4%	-6.9%
COc1cc(NC(=O)c2nc3ccccc3nc2N2CCCCC2)cc(OC)c1OC	-40.5%	0.6%
COc1cccc(-c2nc(C(N)=O)c3c(n2)n(-c2ccc4c(c2)OCO4)c(=O)n3C)c1OC	-21.5%	-6.1%
CCOC(=O)c1c(C)c(-c2ccccc2)n(CC(=O)Nc2ccc(OCC)cc2)c1C	2.3%	1.8%
CC(C)Oc1ccc(C(=O)N2CCN(c3nc4c(F)cc(F)cc4s3)CC2)cc1	0.0%	-2.7%
Cc1ccc(C)c(Cn2cnc3ccccc3c2=O)c1	7.1%	-4.7%
Cc1ccccc1NC(=O)Cn1c(=O)n(Cc2ccc3c(c2)OCO3)c(=O)c2ccccc21	2.6%	-2.2%
COc1cccc(N2CCN(C(=O)CN3CCSc4ccc(S(=O)(=O)N(C)C)cc43)CC2)c1	1.9%	0.4%
CCc1ccc(C(=O)c2cn(CC(=O)Nc3ccc(OC)c(OC)c3)c3ccc(C)cc3c2=O)cc1	-26.2%	-6.0%
CCCCNC(=O)c1ccc2c(c1)N(Cc1ccc(F)cc1)C(=O)c1ccccc1S2=O (centres undefined)	1.3%	2.0%
CCOC(=O)c1c(C)[nH]c(C)c1S(=O)(=O)N1CCCC(C(=O)Nc2ncccc2C)C1 (centres undefined)	13.0%	-1.3%
COc1cccc(CNCCSc2nnnn2C)c1OCc1ccc(Cl)cc1Cl	-56.7%	-0.4%
CCCn1c(CNC(=O)c2ccc(F)cc2)nc2ccccc21	4.9%	0.5%
SMILES	BRCA1 expr up	FLuc modulator
O=C(Cn1c(=O)n(CC2CCCO2)c(=O)c2ccccc21)Nc1cccc(Cl)c1 (centres undefined)	-6.4%	-2.6%
CCc1ccc(C(=O)c2cn(CC(=O)Nc3ccc(OC)cc3)c3cc4c(cc3c2=O)OCO4)cc1	7.8%	0.7%
CCOCCn1ccc2c(OCC(=O)Nc3cc(C)cc(C)c3)cccc2c1=O	3.0%	0.9%
COc1cccc(CNC(=O)CN2CCCN(Cc3ccccc3)S2(=O)=O)c1	-6.8%	1.7%
O=C(Nc1ccc(Br)cc1F)c1cc2nc(-c3ccco3)cc(C(F)(F)Cl)n2n1	4.1%	2.7%
Cc1ccc2oc(-c3ccc(C)c(NC(=O)/C=C/c4ccc(Cl)cc4)c3)nc2c1	40.4%	12µM*
CCn1cc(C(=O)NCCc2ccc(C)cc2)c(=O)c2cc(S(=O)(=O)N3CCc4ccccc4C3)ccc21	0.0%	3.4%
Cc1noc(-c2ccc(N(C)Cc3ccccc3)c([N+](=O)[O-])c2)n1	u	-13.1%
Cc1ccc(CN(C(=O)COc2ccc(Cl)c(C)c2)c2ccccn2)o1	0.0%	u
O=C(Cn1c(=O)nc(-c2ccccc2)c2ccccc21)Nc1ccc(Cl)cc1F	5.1%	0.2%
CCOc1ccc(S(=O)(=O)N(CC(=O)Nc2ccc(OC)cc2OC)c2ccccc2)cc1	11.2%	3.2%
Cc1ccc(S(=O)(=O)c2cnc(SC(C)C(=O)Nc3ccccc3)[nH]c2=O)cc1 (centres undefined)	17.4%	u
CCCn1c(=O)n(-c2ccccc2Cl)c(=O)c2sc3ccccc3c21	1.7%	-3.8%
CCOc1ccccc1NC(=O)Cn1c(=O)n(-c2ccccc2)c(=O)c2c1c1cc(C)ccc1n2C	27.0%	1.0%
Cc1ccc(N2C(=O)NC(NS(=O)(=O)c3ccc(Cl)cc3)(C(F)(F)F)C2=O)cc1C (centres undefined)	6.7%	u
Cc1ccc(C(=O)c2cn(Cc3ccccc3)c3nc(C)ccc3c2=O)cc1	-14.3%	-2.8%
Cc1ccc(-c2c(C(=O)N3CCN(c4ccc(F)cc4)CC3)oc(=O)c3ccccc23)cc1	16.0%	-1.7%
COCCNC(=O)c1ccc(Cn2c(SCC(=O)NC(C)C)nc3ccccc3c2=O)cc1	5.5%	-1.0%
CCOc1ccc(NC(=O)c2c(NC(=O)Cc3ccccc3)sc3c2CCCC3)cc1	-4.3%	-9.7%
COc1ccc(-c2nc3ccccc3o2)cc1NC(=O)COc1ccc(C)c(C)c1	-5.4%	2.9%
Cc1ccc(NC(=O)Cn2cc(S(=O)(=O)c3ccc(C)cc3)c(=O)c3cc4c(cc32)OCO4)cc1	-3.4%	-6.2%
CCOC(=O)C1CCCN(C(=O)Cn2nc(CC)n3c(cc4occc43)c2=O)C1 (centres undefined)	24.6%	2.0%
COc1cccc(CNC(=O)Cc2ccc(NC(=O)N3CCCCc4ccccc43)cc2)c1OC	0.0%	u
CCc1ccc(-n2nc3ccc(NC(=O)c4ccc(C#N)cc4F)cc3n2)cc1	17.7%	5.7%
COc1ccccc1NC(=O)CSc1nc2c(oc3ccccc32)c(=O)n1Cc1ccco1	-15.2%	6.6%
SMILES	BRCA1 expr up	FLuc modulator
CCc1nn(C(CC)C(=O)NCc2ccc(F)cc2)c(=O)c2cc3occc3n12 (centres undefined)	6.3%	-10.9%
Cc1ccc(C)c2sc(NC(=O)c3ccc(S(=O)(=O)N4CCCC4)cc3)nc12	-19.5%	-4.3%
CCc1ccccc1NC(=O)c1cc2nc(-c3ccc(OC)c(OC)c3)cc(C(F)(F)F)n2n1	12.2%	2.9%
CC1=C(C(=O)N2CCCCC2)C(c2cccc(Cl)c2)n2c(nc3ccccc32)N1 (centres undefined)	7.8%	-0.9%
Cc1ccc(N(CC(=O)N2CCN(c3ccc(Cl)cc3)CC2)S(=O)(=O)c2c(C)noc2C)cc1	10.8%	-9.4%
Cc1ccc(-c2noc(-c3ccc(NC4CCCC4)c([N+](=O)[O-])c3)n2)cc1	0.0%	u
CCSc1nc2c([nH]c3ccccc32)c(=O)n1-c1ccc(OC)cc1	0.0%	1.3%
COc1ccc(CCC(=O)NCCc2csc(-c3ccc(C(F)(F)F)cc3)n2)cc1	-11.3%	2.8%
Cc1ccc(C(=O)OCc2cc(=O)n3nc(CC(C)C)sc3n2)cc1	3.4%	-6.4%
COc1cc(NC(=O)Nc2cccc(-c3noc(C)n3)c2)cc(OC)c1OC	-4.7%	u
Cc1cc(-n2c(C)nc3ccccc3c2=O)ccc1NC(=O)c1ccccc1[N+](=O)[O-]	-13.2%	2.9%
Cc1cccc(NC(=O)C(Cc2ccccc2)NS(=O)(=O)c2ccc3c(c2)c(=O)n(C)c(=O)n3C)c1 (centres undefined)	-10.0%	2.9%
COc1cccc(C2CC(=O)Nc3c2c(=O)n(C)c2ncnn32)c1OC (centres undefined)	5.3%	0.5%
CCOc1ccccc1N(C)C(=O)Cn1cnc2onc(-c3ccc(F)cc3)c2c1=O	18.8%	-11.9%
COc1ccc(CNC(=O)CCn2cccn2)cc1	7.4%	4.0%
CCOc1ccc(-n2c(SCC(=O)NCC3CCCO3)nc3c([nH]c4ccccc43)c2=O)cc1 (centres undefined)	14.4%	-3.0%
COc1cc(OC)cc(C(=O)N2CCN(C(=O)COc3ccc(C)cc3)CC2)c1	-5.8%	23.9µM*
COc1cc(/C=C(\C#N)c2nc3ccccc3c(=O)[nH]2)cc(OC)c1OC	0.1%	-5.9%
CCCCN(C)CCNC(=O)c1ccc2c(=O)n(CCc3ccccc3)c(=O)[nH]c2c1	13.7%	1.0%
Cc1cc(S(=O)(=O)Nc2ccc(O)c(Sc3nc4ccccc4s3)c2)ccc1Cl	0.0%	u
Fc1ccccc1N1CCN(c2nccn3nc(-c4ccc(Br)cc4)cc23)CC1	-26.6%	-2.9%
Cc1ccc(S(=O)(=O)n2nc(C)c(S(=O)(=O)N3CCCCCC3)c2C)cc1	1.5%	-7.7%
O=C(CSc1cn(CCNC(=O)c2c(F)cccc2F)c2ccccc12)Nc1ccc(F)cc1	-12.1%	-0.4%
CCOC(=O)c1cc(S(=O)(=O)N2CCN(c3ccc(C)cc3C)CC2)[nH]n1	10.7%	u
CCCN(c1ccc(C(C)C)cc1)S(=O)(=O)c1ccc2c(c1)n(C)c(=O)c(=O)n2C	2.2%	0.4%

Rewritten with values under each structure: entries from further up.
Below each SMILES – BRCA1 expr up, FLuc modulator
- COc1cccc(C2CC(=O)Nc3c2c(=O)[nH]c2ncnn32)c1OC (centres undefined)
  3.0%, 0.6%
- O=[N+]([O-])c1cc(-c2nc(-c3ccccc3)no2)ccc1NC1CCCCC1
  -0.3%, 5.3%
- CCC(=O)Nc1cc(-c2nc3ccccc3s2)c(Cl)cc1Cl
  -8.9%, -3.9%
- COc1ccc(OC)c(CNCc2c(C(=O)O)n(Cc3ccccc3)c3cc(OC)ccc23)c1
  -13.5%, 2.1%
- Cc1ccc(OC(=O)c2cc(-c3ccc(Cl)cc3)on2)c(C)c1
  -4.0%, -3.1%

(next part)
SMILES	BRCA1 expr up	FLuc modulator
COc1cc(C2CC(=O)c3cnc(N4CCN(CCO)CC4)nc3C2)cc(OC)c1OC (centres undefined)	-3.2%	-1.5%
CCOC(=O)c1cnn(-c2ccc(OC)cc2)c1C1CCN(C(=O)OC(C)(C)C)CC1	-12.7%	-1.5%
Cc1csc2nc(COc3ccccc3NC(=O)c3ccc(C(C)(C)C)cc3)cc(=O)n12	12.9%	-16.3%
COc1ccccc1CNc1ccc(-c2nc(-c3ccccc3C)no2)cc1[N+](=O)[O-]	3.6%	u
CC(C)c1ccc(NC(=O)Cn2nnc(C(=O)NCc3cccs3)c2N)cc1	14.7%	-3.2%
COC(=O)c1ccc(C2c3c(-c4ccc(Br)cc4)n[nH]c3C(=O)N2c2ccc(Cl)cc2)cc1 (centres undefined)	-73.5%	0.0%
Cc1ccc(S(=O)(=O)c2cn(CC(=O)Nc3ccc(F)cc3)c3cc4c(cc3c2=O)OCO4)cc1	2.0%	-0.6%
COc1ccc(Cn2c(=O)[nH]c3cc(C(=O)N4CCN(c5cccc(OC)c5)CC4)ccc3c2=O)cc1	3.5%	-2.3%
Cc1ccccc1CN1C(=O)c2ccccc2S(=O)c2ccc(C(=O)NCc3ccco3)cc21 (centres undefined)	-23.9%	1.7%
COc1ccc(-c2cc(C(F)(F)F)n3nc(-c4ccc(Cl)cc4)cc3n2)cc1OC	-27.4%	2.0%
Cn1c(=O)c2c(nc(Oc3ccc(C#N)cc3)n2Cc2ccc(Cl)cc2Cl)n(C)c1=O	15.0%	-4.0%
CCN(CC)c1ccc(NC(=O)CCS(=O)(=O)c2cc3c(cc2Cl)NC(=O)CO3)c(C)c1	-18.2%	u
Cc1cn2c(=O)cc(COC(=O)COc3ccc(C)c(C)c3)nc2s1	0.0%	3.6%
Cc1c(NS(=O)(=O)c2ccc(Cl)cc2)c(=O)n(-c2ccccc2)n1C	3.5%	5.5%
CC(=O)c1ccc(N2CCN(c3ncnc4onc(-c5ccc(Cl)cc5)c34)CC2)cc1	-47.5%	0.6%
CCc1ccc(NC(=O)CN2C(=O)C3(SCC(=O)N3c3ccccc3)c3ccccc32)cc1 (centres undefined)	-39.7%	u
COc1ccc(NC(=O)CSc2nnc(-c3nnn(-c4ccc(F)cc4)c3C)o2)cc1	4.5%	-16.8%
COc1ccc2cc3cc(C(=O)N4CCN(c5cccc(Cl)c5)CC4)sc3nc2c1	-9.1%	5.3%
O=C(NCCC1=CCCCC1)c1ccc2c(c1)N(Cc1ccccc1)C(=O)c1ccccc1S2=O (centres undefined)	-42.6%	-4.8%
CCC(CC)C(=O)Nc1ccc2nc(SCC(=O)N3c4ccccc4CC3C)sc2c1 (centres undefined)	-5.0%	-1.0%
CC(=O)NCCNC(=O)c1ccc2c(=O)n(CCc3ccccc3)c(=O)[nH]c2c1	4.47µM*	u
Cc1ccc(Cl)cc1N1CCN(S(=O)(=O)c2ccc3c(c2)CCN3C(=O)C2CCC2)CC1	7.7%	0.7%
COc1ccc(-c2cc(C(F)(F)F)nc(SCC(=O)NC(C)c3ccccc3)n2)cc1 (centres undefined)	-19.2%	-0.8%

Source: PubChem (National Center for Advancing Translational Sciences (NCATS))
